EBNA-1 inh – blocks EBNA-1 binding to DNA; EBNA-1 DNA binding, fluorescence polarization; inhibition, % at 14.8 µM; AID 1950; 0.34% of 300,000 active; in the data active = inhibition above about 28%
Fam108B counter – Fam108B inhibition, counter-screen for RBBP9 inhibitors. recombinant Fam108B, FP-Rh probe fluorescence polarization. 0.33% of 300,000 active. inhibition, % at 9.51 µM;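 active = inhibition above the screen mean inhibition plus 3 SD, computed separately per campaign, cut at about 18% in these data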;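 also: inhibitors lower polarization as less probe binds the enzyme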
BCLXL inh – blocks human Bcl-xL binding to Bim BH3 peptide. Q07817. inhibition, % at 10.9 µM. GST-Bcl-xL / FITC-Bim BH3 peptide fluorescence polarization. 0.7% of 320,000 active;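 active = inhibition above the mean of all tested compounds plus 3 SD, cutoff set per campaign, cut at about 30% in these data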;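 also: 0% = DMSO wells and 100% = unlabeled Bim-BH3 peptide competitor; inhibitors lower millipolarization by displacing the labeled peptide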
Target sequence (Q07817 whole entry, looked up): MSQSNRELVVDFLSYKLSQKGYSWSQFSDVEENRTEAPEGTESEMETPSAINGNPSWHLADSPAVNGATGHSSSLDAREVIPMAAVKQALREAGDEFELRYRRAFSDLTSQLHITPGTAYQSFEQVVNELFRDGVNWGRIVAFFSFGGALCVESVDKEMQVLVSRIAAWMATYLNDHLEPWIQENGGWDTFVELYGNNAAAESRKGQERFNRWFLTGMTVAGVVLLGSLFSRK
MCL1 BIM primary – MCL1-BIM-BH3 interaction inhibition (human); Q07820; GST-MCL1 / FITC-Bim-BH3 fluorescence polarization; inhibition, % at 10.9 µM; 0.68% of 320,000 active;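 active = inhibition above the mean inhibition of all tested compounds plus 3 SD, set per campaign, cut at about 40% in these data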;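 also: 0% = DMSO wells and 100% = unlabeled Bim-BH3 peptide control; higher means more loss of mP so more displacement of Bim peptide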
Target sequence (Q07820 whole entry, looked up): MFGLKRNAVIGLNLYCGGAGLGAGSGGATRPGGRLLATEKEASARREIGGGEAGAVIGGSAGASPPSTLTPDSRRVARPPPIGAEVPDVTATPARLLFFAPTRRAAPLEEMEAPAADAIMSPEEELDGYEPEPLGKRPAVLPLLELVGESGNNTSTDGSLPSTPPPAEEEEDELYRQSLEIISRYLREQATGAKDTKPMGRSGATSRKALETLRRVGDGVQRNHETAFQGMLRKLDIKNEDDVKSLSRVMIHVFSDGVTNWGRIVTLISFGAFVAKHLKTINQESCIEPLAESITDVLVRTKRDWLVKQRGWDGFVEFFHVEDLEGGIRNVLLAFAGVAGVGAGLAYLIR
CR mimetic SO – yeast age-related superoxide inhibition as caloric restriction mimetic; AID 2690; S. cerevisiae aged cells, superoxide DHE fluorescence; stronger effect = lower value; superoxide response (% of plate mean), % at 10 µM; 0.18% of 330,000 active;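 active = superoxide response under a set limit, about three screen SD below normal, cut at about 65% in these data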;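 also: yeast aged for seven days with compound at 30 °C before DHE staining; 100% = average MFI of all compound-treated wells on the plate with controls excluded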
MEX-5 binding – C. elegans MEX-5 TCR-2 RNA binding activity. Q9XUB2. MEX-5/FITC-TCR2 RNA binding, fluorescence polarization; stronger effect = lower value. activity score (negative = inhibition of binding), % at 10 µM. 0.38% of 300,000 active;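 active = inhibition past about -25% in most replicates, and total fluorescence under double the plate's negative control median, limit read from the data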;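 also: 0% = DMSO and -100% = 5 µM competing unlabeled TCR2 RNA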
ZTA counter – blocks Epstein-Barr virus ZTA, an EBNA-1 counter-screen. ZTA-DNA binding, fluorescence polarization. inhibition, % at 11 µM. 0.15% of 320,000 active. AID 2234; in the data active = inhibition above about 33%
Target sequence (P03206 whole entry, looked up): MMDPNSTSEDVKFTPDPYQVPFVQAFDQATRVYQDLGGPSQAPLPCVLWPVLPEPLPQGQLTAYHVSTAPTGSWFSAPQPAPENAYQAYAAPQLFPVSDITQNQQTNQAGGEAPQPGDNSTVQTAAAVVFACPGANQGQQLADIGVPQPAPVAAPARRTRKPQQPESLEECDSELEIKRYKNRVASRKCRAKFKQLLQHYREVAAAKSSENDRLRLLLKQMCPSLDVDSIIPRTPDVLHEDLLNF
Efflux pump inh – inhibitors of Candida antifungal efflux pumps expressed in yeast. S. cerevisiae Candida pump triplex, Nile Red efflux. inhibition, % at 10 µM. 0.44% of 330,000 active. AID 485275;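 active = plate passing quality check with inhibition over a set limit, or well fluorescence over plate mean plus 4 SD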;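 also: Nile Red retained in pooled yeast measured as flow cytometry median fluorescence; 0% = buffer negative control and 100% = Enniatin B positive control; higher means more Nile Red kept so more efflux inhibition; some compounds called inactive have numbers as strong as hits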
GLD-1 RNA inh – GLD-1-TGE RNA interaction inhibition (C. elegans) | inhibition, % at 5.96 µM | purified GLD-1 + fluorescein TGE RNA, fluorescence polarization | 0.44% of 320,000 active;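 active = percent inhibition above a per-plate cutoff, the plate mean of test compounds plus 3 SD, cut at about 30% in these data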;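 also: 0% = DMSO wells with GLD-1 and probe and 100% = wells lacking GLD-1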
Starred values were filed as active, the others as inactive; . = not tested or not shown.

[1] COc1ccc(NS(=O)(=O)c2ccc(C)c(C(=O)NNC(=O)c3ccccc3O)c2)cc1
[2] COc1ccccc1NC(=S)N1CCN(c2ncccn2)CC1
[3] NC(=O)C1(N2CCCCC2)CCN(C(=O)c2ccc(C#CC3(O)CCCCC3)cc2)CC1
[4] Cc1ccc(CSc2nnnn2C)cc1
[5] COc1ccc(CCCc2nnc(SCc3nc4ccccc4c(=O)[nH]3)n2C)cc1
[6] CCn1cc(C(=O)NCc2cccc(F)c2)c(=O)c2cc(F)c(N3CCN(C(=O)c4ccco4)CC3)cc21
[7] COc1ccccc1-n1cnnc1SCC(=O)Nc1cccc(S(N)(=O)=O)c1
[8] COc1ccc(NC(=O)NCCN2CCc3ccccc3C2)cc1

compound no.,1,2,3,4,5,6,7,8
EBNA-1 inh,-1,-20,0,3,5,-15,6,-13
Fam108B counter,2,2,4,1,0,4,-1,-3
BCLXL inh,4,4,-3,-2,-1,0,1,3
MCL1 BIM primary,-1,5,-1,-1,6,2,-2,4
CR mimetic SO,86,100,84,91,100,102,85,110
MEX-5 binding,-7.4,1.5,2.2,2.3,1.8,1.8,0.8,1.1
ZTA counter,23,6,9,-7,-10,-6,-16,-9
Efflux pump inh,-0.1,0.2,0.1,-0.1,0.0,0.0,-0.1,0.0
GLD-1 RNA inh,2,-2,-2,3,-2,-3,4,5

[9] CCC(C)(C)NC(=O)C(c1ccco1)N(C(=O)Cn1nnc2ccccc21)c1ccc2c(c1)OCO2 (stereo not drawn)
[10] CCN1CCN(C(CNS(=O)(=O)c2ccc(Br)cc2)c2cccnc2)CC1 (stereo not drawn)
[11] COc1ccc(CN2CC(=O)N(c3ccc(Cl)cc3)C2=S)cc1OC
[12] O=C(NNC(=O)c1ccc([N+](=O)[O-])cc1)c1ccc(F)cc1
[13] Cc1cc(SCC(=O)N/N=C/c2ccccc2C(=O)O)c(C)cc1Br
[14] CCOC(=O)c1ccccc1NC(=O)COC(=O)CCC(=O)N1CCOCC1
[15] O=C(N/N=C/c1ccc(Cl)cc1Cl)c1cccc(F)c1
[16] CCOc1ccc(NC(=O)C2CCCN2C(=O)NC2CCCCC2)cc1 (stereo not drawn)

compound no.,9,10,11,12,13,14,15,16
EBNA-1 inh,10,5,-14,6,-3,-1,-11,5
Fam108B counter,-5,1,-1,2,-2,-1,-8,3
BCLXL inh,0,4,2,0,2,-5,-4,7
MCL1 BIM primary,-6,0,-4,-4,4,-5,1,8
CR mimetic SO,104,98,76,130,99,120,95,89
MEX-5 binding,-2.4,-1.5,0.1,1.2,-2.2,0.5,-1.2,1.4
ZTA counter,4,11,9,16,8,-5,-9,-7
Efflux pump inh,0.0,-0.4,0.4,0.0,0.1,0.1,0.0,-0.1
GLD-1 RNA inh,6,2,-1,6,10,5,2,5

[17] COc1cc(-n2c(C)nc3cc(C(=O)N4CCOCC4)ccc32)cc(OC)c1OC
[18] COc1ccc(CCN(C)c2ccc(C(N)=O)cc2[N+](=O)[O-])cc1OC
[19] CCCNC(=O)CS(=O)Cc1nc(-c2cccc(OC)c2)oc1C (stereo not drawn)
[20] Cc1ccccc1-n1c(-c2ccoc2C)n[nH]c1=S
[21] Cn1cc([N+](=O)[O-])c(C(=O)Nc2cc(Oc3ccccc3)cc([N+](=O)[O-])c2)n1
[22] Cc1c(NC(=O)c2ccc3c(c2)OCO3)cccc1-c1nc2ccccc2o1
[23] Cc1cccc(NC(=O)c2nnn(-c3cccc(C(F)(F)F)c3)c2N)c1
[24] CNS(=O)(=O)c1cccc2nsnc12

compound no.,17,18,19,20,21,22,23,24
EBNA-1 inh,-4,1,6,10,12,-13,2,4
Fam108B counter,0,2,0,1,-1,-2,-1,3
BCLXL inh,10,3,-1,-2,3,6,6,4
MCL1 BIM primary,12,7,4,-2,1,-4,8,-5
CR mimetic SO,112,96,106,107,90,88,102,107
MEX-5 binding,-1.3,1.2,-4.5,0.0,0.1,-5.3,-0.4,-0.4
ZTA counter,-3,-6,-1,18,8,-10,15,6
Efflux pump inh,0.0,0.0,0.0,0.3,-0.1,0.2,0.1,1.9
GLD-1 RNA inh,7,2,8,0,1,-1,-5,-10

[25] Fc1ccc(-c2nn(-c3ccccc3)cc2CNCc2ccccc2)cc1
[26] C=CCSc1nc2c(c(=O)[nH]c(=O)n2C)n1CC
[27] O=C(Cn1cc([N+](=O)[O-])cn1)N1CCN(Cc2ccc3c(c2)OCO3)CC1
[28] Cn1c(Cn2cnc([N+](=O)[O-])n2)nnc1SCC(=O)Nc1cccc(Cl)c1
[29] CC(=O)Nc1cc(C(F)(F)F)ccc1Oc1cccc(Br)c1
[30] Cc1c(NC(=O)c2ccc(C(=O)Nc3c(C)n(C)n(-c4ccccc4)c3=O)cc2)c(=O)n(-c2ccccc2)n1C
[31] Cc1ccc(C(=O)Nc2ccc(C(=O)N/N=C/c3cccnc3)cc2)cc1
[32] OCCC1CN(Cc2ccccc2-c2ccco2)CCN1C1CCCC1 (stereo not drawn)

compound no.,25,26,27,28,29,30,31,32
EBNA-1 inh,0,2,-7,0,7,19,-16,4
Fam108B counter,0,-6,2,3,2,0,-9,1
BCLXL inh,-3,-1,0,5,6,6,-18,1
MCL1 BIM primary,6,-1,0,8,5,4,-14,6
CR mimetic SO,97,114,110,107,94,98,111,82
MEX-5 binding,-0.2,3.9,-1.1,-1.5,0.2,4.1,-4.6,.
ZTA counter,3,16,6,12,3,3,16,-4
Efflux pump inh,0.0,0.2,0.2,0.2,0.0,0.0,0.3,0.2
GLD-1 RNA inh,-5,-6,-3,-3,0,-2,-2,-3

[33] O=C(Cc1ccccc1)N/N=C/c1ccc(OCC(=O)Nc2ccccc2)cc1
[34] CCCNC(=O)Nc1cc(C)on1
[35] CCN(CC)S(=O)(=O)c1ccc(Cl)c(NC(=O)CSc2nnc(-c3cccs3)o2)c1
[36] CNC(=S)Nc1ccc([N+](=O)[O-])cc1
[37] O=C(Nn1c(C2CCC2)nc2ccccc2c1=O)c1cccs1
[38] c1ccc(-c2nnc(SCCC3OCCCO3)o2)cc1
[39] CC(=O)Nc1ccc(N/C(=N\S(=O)(=O)c2ccccc2)c2ccccc2)cc1
[40] COc1ccc(CC(=O)Nc2ccc(OC)nc2)cc1

compound no.,33,34,35,36,37,38,39,40
EBNA-1 inh,-8,2,3,2,1,6,2,-5
Fam108B counter,-5,3,-4,-2,0,-4,0,0
BCLXL inh,-2,3,3,2,5,1,7,3
MCL1 BIM primary,-9,4,-2,2,6,2,2,-1
CR mimetic SO,78,88,87,74,92,102,113,102
MEX-5 binding,2.2,-2.0,-0.1,1.7,1.3,1.9,-3.0,-3.3
ZTA counter,-3,2,-21,-22,34*,7,0,-9
Efflux pump inh,0.1,0.1,0.0,0.1,0.0,0.1,0.3,0.1
GLD-1 RNA inh,4,3,1,1,2,-1,1,4

[41] Cc1ccccc1OCc1nc(C#N)c(N2CCCC2)o1
[42] COc1cccc(C(=O)NCCS(=O)(=O)N2CCOCC2)c1
[43] O=c1cc(-c2ccc(O)cc2)oc2cc(O)c(C3OC(CO)C(O)C(O)C3O)c(O)c12 (stereo not drawn)
[44] COc1ccc(-n2nc(C(=O)Nc3ccc4c(c3)OCO4)c3ccccc3c2=O)cc1
[45] O=C(NCc1ccco1)c1ccc(COCC(F)(F)C(F)F)cc1
[46] On1c(-c2ccco2)nc2c1CCc1nonc1-2
[47] O=C(Oc1cccc2cccnc12)c1ccc(N2C(=O)C3C4CCC(C4)C3C2=O)cc1 (stereo not drawn)
[48] CCc1nnc(NC(=O)CSc2ccc(-c3ccccc3OC)nn2)s1
[49] Cc1nnc2sc(-c3ccco3)nn12

compound no.,41,42,43,44,45,46,47,48,49
EBNA-1 inh,2,-2,-7,-1,7,-11,4,9,0
Fam108B counter,-3,0,0,-4,3,0,11,1,3
BCLXL inh,-2,1,3,5,7,1,1,4,-3
MCL1 BIM primary,-1,1,12,3,3,2,-3,4,-1
CR mimetic SO,110,98,117,112,94,121,110,98,75
MEX-5 binding,3.2,-0.9,-6.1,2.3,1.9,3.4,1.7,-1.8,2.4
ZTA counter,-8,-23,7,11,8,-17,-17,14,6
Efflux pump inh,0.0,-0.1,0.3,0.1,0.0,0.0,-0.2,-0.1,-0.1
GLD-1 RNA inh,7,8,6,-4,4,-10,-4,6,10

Molecules shown so far that contain a halogen, in the order listed:
[6] CCn1cc(C(=O)NCc2cccc(F)c2)c(=O)c2cc(F)c(N3CCN(C(=O)c4ccco4)CC3)cc21
[10] CCN1CCN(C(CNS(=O)(=O)c2ccc(Br)cc2)c2cccnc2)CC1 (stereo not drawn)
[11] COc1ccc(CN2CC(=O)N(c3ccc(Cl)cc3)C2=S)cc1OC
[12] O=C(NNC(=O)c1ccc([N+](=O)[O-])cc1)c1ccc(F)cc1
[13] Cc1cc(SCC(=O)N/N=C/c2ccccc2C(=O)O)c(C)cc1Br
[15] O=C(N/N=C/c1ccc(Cl)cc1Cl)c1cccc(F)c1
[23] Cc1cccc(NC(=O)c2nnn(-c3cccc(C(F)(F)F)c3)c2N)c1
[25] Fc1ccc(-c2nn(-c3ccccc3)cc2CNCc2ccccc2)cc1
[28] Cn1c(Cn2cnc([N+](=O)[O-])n2)nnc1SCC(=O)Nc1cccc(Cl)c1
[29] CC(=O)Nc1cc(C(F)(F)F)ccc1Oc1cccc(Br)c1

compound no.,6,10,11,12,13,15,23,25,28,29
EBNA-1 inh,-15,5,-14,6,-3,-11,2,0,0,7
Fam108B counter,4,1,-1,2,-2,-8,-1,0,3,2
BCLXL inh,0,4,2,0,2,-4,6,-3,5,6
MCL1 BIM primary,2,0,-4,-4,4,1,8,6,8,5
CR mimetic SO,102,98,76,130,99,95,102,97,107,94
MEX-5 binding,1.8,-1.5,0.1,1.2,-2.2,-1.2,-0.4,-0.2,-1.5,0.2
ZTA counter,-6,11,9,16,8,-9,15,3,12,3
Efflux pump inh,0.0,-0.4,0.4,0.0,0.1,0.0,0.1,0.0,0.2,0.0
GLD-1 RNA inh,-3,2,-1,6,10,2,-5,-5,-3,0

[35] CCN(CC)S(=O)(=O)c1ccc(Cl)c(NC(=O)CSc2nnc(-c3cccs3)o2)c1
[45] O=C(NCc1ccco1)c1ccc(COCC(F)(F)C(F)F)cc1

compound no.,35,45
EBNA-1 inh,3,7
Fam108B counter,-4,3
BCLXL inh,3,7
MCL1 BIM primary,-2,3
CR mimetic SO,87,94
MEX-5 binding,-0.1,1.9
ZTA counter,-21,8
Efflux pump inh,0.0,0.0
GLD-1 RNA inh,1,4
